Source: PubChem (several laboratories)
VLA-4 inh: inhibition in a human VLA-4 binding assay; P13612; 330,000 compounds, 0.2% hits; VLA-4 expressing cells, ligand binding flow cytometry; inhibition, % (about 7 µM as worked out from the volumes in the protocol); in the data active means inhibition above about 50%
Target sequence (P13612 whole entry, looked up): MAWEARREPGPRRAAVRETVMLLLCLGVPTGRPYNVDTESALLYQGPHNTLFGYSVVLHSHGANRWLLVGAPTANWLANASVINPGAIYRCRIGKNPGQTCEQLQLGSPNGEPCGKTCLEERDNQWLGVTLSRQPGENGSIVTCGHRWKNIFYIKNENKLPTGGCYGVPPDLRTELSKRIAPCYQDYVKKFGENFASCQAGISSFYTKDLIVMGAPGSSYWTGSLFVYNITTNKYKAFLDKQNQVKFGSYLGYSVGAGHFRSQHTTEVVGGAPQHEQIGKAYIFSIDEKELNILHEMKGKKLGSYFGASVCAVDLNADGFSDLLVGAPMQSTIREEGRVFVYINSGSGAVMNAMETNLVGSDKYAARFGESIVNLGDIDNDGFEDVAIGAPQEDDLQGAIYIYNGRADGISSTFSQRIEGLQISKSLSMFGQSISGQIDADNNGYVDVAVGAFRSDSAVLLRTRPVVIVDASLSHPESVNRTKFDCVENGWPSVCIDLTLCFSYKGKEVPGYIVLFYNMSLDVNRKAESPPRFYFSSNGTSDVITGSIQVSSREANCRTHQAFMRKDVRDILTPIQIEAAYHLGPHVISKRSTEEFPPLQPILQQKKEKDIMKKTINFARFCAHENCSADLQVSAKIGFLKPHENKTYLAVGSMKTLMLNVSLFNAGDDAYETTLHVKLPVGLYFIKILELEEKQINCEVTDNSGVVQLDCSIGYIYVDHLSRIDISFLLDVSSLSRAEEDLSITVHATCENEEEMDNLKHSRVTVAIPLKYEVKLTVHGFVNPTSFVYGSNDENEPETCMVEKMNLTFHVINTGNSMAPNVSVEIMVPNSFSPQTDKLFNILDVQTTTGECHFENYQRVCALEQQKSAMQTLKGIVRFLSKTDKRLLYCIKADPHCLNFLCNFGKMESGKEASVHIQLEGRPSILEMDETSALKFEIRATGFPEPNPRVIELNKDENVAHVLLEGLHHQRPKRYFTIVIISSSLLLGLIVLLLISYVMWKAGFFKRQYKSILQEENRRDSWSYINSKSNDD
core dimer inh: blocks dimerization of HCV core protein. TR-FRET GST/Flag-core106 dimerization, 1536-well. inhibition, % at 5 µM. 300,000 compounds, 0.33% hits;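 active means inhibition above the mean of all tested compounds plus 3 SD, set per screening campaign, cut at about 45% in these data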
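Test system: GST/Flag-tagged HCV core106 proteins; Medium: KF-containing HEPES buffer, pH 7.45, DTT, CHAPS, BSA; Times: compound-protein-antibody incubation 4 h at 22.5 °C; Detection: TR-FRET 671 and 617 nm emission; Benchmarks: wells lacking GST-core106 and wells with excess unlabelled core106.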
PP5 primary: PP5 (human) phosphatase inhibition; P53041; purified PP5c, OMFP substrate fluorescence; inhibition, % at 6.7 µM; 320,000 compounds, 0.18% hits;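 active means inhibition above the campaign's mean inhibition across all tested compounds plus 3 SD, cut at about 9.5% in these data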;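 further: 0% = DMSO only and 100% = 100 µM cantharidin control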
CTSL1 counter: blocks F. hepatica cathepsin L1 in PFM18AAP counter-screen | inhibition, % at 5.96 µM | recombinant F. hepatica cathepsin L1, Z-Leu-Arg-MCA fluorescence | 300,000 compounds, 0.49% hits;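 active means inhibition above the mean of all tested compounds plus 3 SD, set per screening campaign, cut at about 17% in these data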;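 further: 0% = plate median of test compound wells and 100% = 1 µM Z-Phe-Ala-diazomethylketone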
GASC-1 inh: blocks human GASC-1 demethylase activity | GST-JMJD2C(1-420) H3K9me3 demethylation, DELFIA europium | AID 2099 | 330,000 compounds, 0.069% hits | inhibition, % at 2.35 µM;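 active means more than half of a compound's replicate wells show inhibition beyond 50%, single wells judged on their own value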;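 further: signal counts dimethyl H3K9 product captured on neutravidin plate; 0% = median of DMSO wells and 100% = 0.3 times that DMSO median; strong numbers were not always called active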
GRK2 inh: inhibitors of human GRK2 displacing RNA aptamer; inhibition of aptamer binding, % at 10 µM; bead flow cytometry, FAM-aptamer displacement from GRK2; 330,000 compounds, 0.59% hits; P25098;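 active means inhibition of aptamer binding above 40%, roughly 3 SD of noise, on plates passing a quality check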;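 further: median bead fluorescence of bound FAM aptamer so fluorescent compounds give negative values; no value below 0 was filed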
procasp3 activ: procaspase-3 (human) activation; P42574; recombinant procaspase-3 D3A, Ac-DEVD-pNA absorbance 405 nm; activation, % at 8.5 µM; 330,000 compounds, 0.11% hits; AID 463141;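 active means activation above the mean of all tested compounds plus 3 SD, cut at about 21% in these data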;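 further: 0% = DMSO alone and 100% = DMSO wells spiked with extra 5 µM PC-3 D3A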
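System: Procaspase-3 D3A mutant. Medium: Zinc-free 300 mM NaCl, 50 mM HEPES, 0.01% Triton X-100. Schedule: 1 h preincubation plus 2 h reaction at 25 °C. Measured by: 405 nm absorbance of p-nitroaniline, reads at 0 and 120 min. Read-out: percent activation relative to control range.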
procasp7 counter: counter-screen: procaspase-7 (human) activation. recombinant procaspase-7, Ac-DEVD-pNA absorbance 405 nm; D23A/D198A/D206A triple mutant, cannot self-cleave; scale: DMSO 0, 5 µM enzyme 100. activation, % at 8.5 µM. 330,000 compounds, 0.093% hits;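 active means percent activation above the screen-wide mean plus 3 SD, cut at about 25% in these data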
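Assay system – Uncleavable procaspase-7 mutant enzyme · Quantity – 2 µM procaspase-7 mutant as dispensed · Times – 1 h preincubation, 2 h reaction · Dosing – single nominal 8.5 µM compound dose, 0.8% DMSO final · Buffer or medium – Zinc-free 50 mM HEPES buffer, pH 7.4, with NaCl and Triton X-100 · Detection – Epi-absorbance of released pNA at 405 nm, two timepoints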
PP1 counter: blocks human PP1-alpha phosphatase, a PP5 counter-screen; P62136; purified PP1alpha, OMFP fluorescence; inhibition, % at 6.7 µM; 320,000 compounds, 0.9% hits;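 active means inhibition above the mean inhibition of all tested compounds plus 3 SD, computed separately for each screening campaign, cut at about 15% in these data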
Active calls of the source: *; . = no result given. The order is random; 2.6% or so of the library scored in one or more.

SMILES | VLA-4 inh | core dimer inh | PP5 primary | CTSL1 counter | GASC-1 inh | GRK2 inh | procasp3 activ | procasp7 counter | PP1 counter
COc1ccccc1OCCC(=O)OCC(=O)Nc1cc(S(=O)(=O)N(C)C)ccc1Cl | 13 | -1 | 0.9 | -15 | 5 | 1 | -7 | -9 | -5
CC(C)c1ccc(N(CC(=O)NCC2CCCO2)C(=O)Cn2nnc(-c3cccs3)n2)cc1 (stereo not drawn) | -2 | 1 | 1.2 | -2 | -15 | 0 | 9 | -4 | 3
CCN(CC)C(=O)C1CCC(CNS(=O)(=O)c2cccc3cccnc23)CC1 (stereo not drawn) | 42 | 5 | 2.6 | -2 | -7 | 0 | 3 | 1 | 1
C=CCn1c(N)cc(=O)nc1SCC(=O)NC(C)c1ccccc1 (stereo not drawn) | 44 | 3 | 0.5 | 0 | 8 | 2 | 3 | 1 | -2
CCOC(=O)/C=C/CN(C(=O)OC(C)(C)C)S(=O)(=O)N1CC=CC1 | -154 | -11 | -1.7 | -1 | 1 | 0 | 7 | -10 | -6
O=C(COc1ccccc1Cl)Nc1ccc2c(c1)C(=O)NC2=O | -12 | -22 | 2.4 | 3 | -3 | 0 | -2 | -4 | 1
O=C(COC(=O)c1ccc2c(c1)OCCO2)NCCc1ccccc1 | -1 | . | . | . | 1 | 1 | 3 | -4 | .
S=c1nc2c(n[nH]1)c1ccccc1n2CCc1ccccc1 | -4 | -7 | 0.1 | 5 | -2 | 7 | -22 | -27 | 1
COc1cc(S(=O)(=O)Nc2cccc(C)c2)ccc1NC(=O)c1cccnc1 | 21 | -1 | 0.9 | 3 | -2 | 2 | -6 | -1 | 1
Cc1cc2ccccc2nc1SCC(=O)NC1CCCCC1 | -4 | 9 | 2.7 | 3 | -14 | 4 | -2 | 9 | 0
O=C(Cc1ccc(Cl)cc1)NCCS(=O)c1ccc(Cl)cc1 (stereo not drawn) | 23 | 1 | 0.5 | 0 | -2 | 1 | -9 | 0 | -2
Cc1cccc(OCc2nc3ccccc3c(=O)n2N)c1 | -4 | 4 | -0.2 | -2 | 2 | 0 | -4 | 0 | -1
COCCNC(=O)CCSCc1ccccc1F | 3 | -1 | 3.4 | -3 | 5 | 0 | 0 | -3 | -1
Cc1ccc2nc(C)cc(C(=O)Nc3nccs3)c2c1 | 9 | -9 | -0.6 | 4 | 8 | 3 | -3 | 3 | -6
CCOC(=O)N1CCN(C(=O)Cn2nc(C)n3nc(-c4ccc(OC)cc4)cc3c2=O)CC1 | 1 | 2 | 1.7 | -2 | 2 | 0 | 5 | 8 | -5

Overlap with the part before: 2 compounds, then new ones.
SMILES | VLA-4 inh | core dimer inh | PP5 primary | CTSL1 counter | GASC-1 inh | GRK2 inh | procasp3 activ | procasp7 counter | PP1 counter
Cc1ccc2nc(C)cc(C(=O)Nc3nccs3)c2c1 | 9 | -9 | -0.6 | 4 | 8 | 3 | -3 | 3 | -6
CCOC(=O)N1CCN(C(=O)Cn2nc(C)n3nc(-c4ccc(OC)cc4)cc3c2=O)CC1 | 1 | 2 | 1.7 | -2 | 2 | 0 | 5 | 8 | -5
NC(=O)c1cc(S(=O)(=O)NCCc2ccc(S(N)(=O)=O)cc2)cs1 | 4 | -4 | -3.0 | -6 | -18 | 0 | -2 | -1 | -1
C/C(Cl)=C\CNC(C)c1ccccc1 (stereo not drawn) | 1 | -1 | 0.2 | 5 | -8 | 0 | -3 | 2 | 0
COc1ccc(CNc2cc([N+](=O)[O-])ccc2OC)cc1 | 20 | 1 | 3.3 | 1 | 8 | 5 | 0 | -5 | 1
O=P(c1ccccc1)(c1ccccc1)C(O)c1ccc(Br)cc1 (stereo not drawn) | -9 | 11 | 1.6 | 1 | 4 | 0 | 5 | 5 | -3
Cc1ccc(C(C)C)c(OCCN2C(=O)NC(C)(C)C2=O)c1 | -1 | -2 | -2.7 | -3 | 11 | 0 | -1 | -2 | -3
Cc1cc(C)cc(NC(=O)NN2C(C)CCCC2C)c1 (stereo not drawn) | 14 | -2 | 0.6 | -2 | 0 | 100* | 3 | 9 | -4
O=C(N/N=C(\CC(=O)c1cccs1)C(F)(F)F)c1ccncc1 | 9 | 1 | 2.1 | 1 | 7 | 0 | -9 | -5 | -5
Cc1ccc(C)c(SCc2noc(C(=O)NCC3CCCO3)c2C(=O)O)c1 (stereo not drawn) | -10 | -9 | 2.0 | -2 | -1 | 5 | 11 | 7 | 5
CC(C)=C(NC(=O)c1ccccc1)C(=O)N/N=C/c1ccc(O)cc1 | -10 | -4 | 2.8 | 1 | 4 | 0 | 11 | 5 | 1
O=c1c(-c2ccc3c(c2)OCCO3)coc2cc(O)cc(O)c12 | -4 | 1 | 5.0 | 0 | 9 | 0 | -2 | -1 | -5
O=C1CN(C(=O)CSc2nnc(Nc3ccccc3)s2)c2ccccc2N1 | 1 | 2 | 3.6 | -2 | 4 | 4 | -8 | -7 | 3
O=C(NCc1ccc(Cl)cc1)C(=O)c1c[nH]c2ccccc12 | 4 | -4 | 5.1 | 3 | 0 | 3 | 2 | -4 | 1
CC(C)NC(=O)c1onc(CSc2cccc(Cl)c2)c1C(=O)O | . | -12 | 1.2 | 6 | -8 | . | 6 | 5 | 0
CC(=NCCN1CCN(C(=S)Nc2ccccc2)CC1)C1=C(O)CC(C)(C)CC1=O | 1 | 0 | 1.3 | -5 | 3 | 3 | 11 | -1 | -2
CCOC(=O)c1c[nH]c(=S)n(-c2ccccc2)c1=O | 38 | 4 | 1.8 | 3 | -1 | 0 | 2 | -4 | -3
COc1cc(CN2CCC(n3nccc3NC(=O)C3CC3)CC2)cc(OC)c1 | 7 | 9 | -0.5 | 0 | -12 | 0 | 7 | 1 | -3
Cc1ccc(-n2c(C)nc3ncnc(-c4ccccc4)c32)cc1 | 5 | -5 | -0.5 | 0 | -4 | 0 | -2 | 3 | -3
CCOC(=O)C1=C(c2ccccc2)NC(=O)NC1c1ccc(OC)cc1 (stereo not drawn) | 3 | -4 | 0.1 | -6 | -4 | 0 | -4 | -9 | -1
O=C(NCC1CC1)c1ccc2c(c1)S(=O)(=O)c1cc(Cl)ccc1C2=O | 9 | . | -0.4 | . | . | 0 | -6 | 3 | 0
C=CCn1c(-c2ccc3ncccc3c2)n[nH]c1=S | 2 | -2 | 1.4 | 3 | 0 | 0 | -13 | -22 | -1
CCc1ccc(NC(=O)c2cc(Br)ccc2Br)cc1 | -2 | -2 | -0.1 | 0 | -4 | 4 | 13 | 0 | 2
COc1ccc(-c2noc3c2-c2nc(-c4ccccc4F)sc2CC3)cc1 | -5 | -22 | -1.1 | 9 | 5 | 0 | 0 | -3 | 6
CCCCCOc1ccc(C(C)(O)C(CN2CCOCC2)c2ccccc2)cc1 (stereo not drawn) | 15 | 0 | 3.5 | 3 | 4 | 1 | -12 | 2 | 2
Cc1ccc(S(=O)(=O)N2CCC(C(=O)NNC(=O)c3cccnc3)CC2)cc1 | 9 | 1 | -1.4 | -3 | 18 | 0 | 9 | 9 | -6
Cc1cc(C)n(/N=C/c2c[nH]c3ccccc23)c(=O)c1 | -9 | 1 | 0.6 | 1 | -5 | 2 | 2 | 4 | 0
O=C(CSc1nnc(-c2cccc(Br)c2)o1)N1CCNC1=O | -2 | . | . | . | 4 | 0 | 2 | 12 | .
CCOc1c(Cl)cnn(-c2ccc(C)cc2)c1=O | -5 | -5 | -0.1 | 0 | 14 | 0 | -6 | -1 | -3
O=C(C1CCCO1)N1CCN(C(=S)Nc2ccccc2F)CC1 (stereo not drawn) | -7 | -3 | 0.0 | -2 | 7 | 2 | 4 | 4 | -2
Cc1ccc(C)c(S(=O)(=O)Nc2ccc3[nH]c(=O)[nH]c3c2)c1 | 3 | -1 | 2.0 | -4 | -16 | 8 | 11 | -4 | -1
CC12CCC(C(=O)N(c3ccc(Cl)cc3)C1=O)C2(C)C (stereo not drawn) | . | -6 | 2.6 | -6 | -3 | 5 | -7 | -6 | 5

For reference, some entries already given.
SMILES | VLA-4 inh | core dimer inh | PP5 primary | CTSL1 counter | GASC-1 inh | GRK2 inh | procasp3 activ | procasp7 counter | PP1 counter
O=C(CSc1nnc(-c2cccc(Br)c2)o1)N1CCNC1=O | -2 | . | . | . | 4 | 0 | 2 | 12 | .
CCOc1c(Cl)cnn(-c2ccc(C)cc2)c1=O | -5 | -5 | -0.1 | 0 | 14 | 0 | -6 | -1 | -3

Next structures
SMILES | VLA-4 inh | core dimer inh | PP5 primary | CTSL1 counter | GASC-1 inh | GRK2 inh | procasp3 activ | procasp7 counter | PP1 counter
COc1ccc(/C=C/C(O)=C2/C(=O)NC3(C)CC2c2ccccc2O3)c(OC)c1OC (stereo not drawn) | 0 | 5 | 2.5 | 4 | 1 | 2 | 1 | -17 | 7
CCOc1ccc2oc(C(=O)NCC(C)(C)CN(C)C)c(C)c2c1 | -10 | 3 | 2.0 | 2 | 8 | 0 | 1 | 8 | 4
O=C(NCc1ccccc1)C1CC(=O)N(c2ccc(OCC(=O)N3CCCC3)cc2)C1 (stereo not drawn) | 19 | -2 | 1.2 | -5 | -7 | 1 | 2 | 9 | 2
CCOC(=O)C(=O)Nc1ccc([N+](=O)[O-])cc1OC | 3 | -6 | -0.6 | -1 | 0 | 5 | -4 | 4 | 2
COc1cc2c(cc1OC)C(C(=O)N(C)Cc1ccccc1)C(c1cccnc1)N(C)C2=O (stereo not drawn) | -1 | -12 | 2.1 | -5 | 3 | 2 | 4 | 0 | 2
CCN1C=C(Cc2ccc(OC)cc2)C2=C(C1)C(c1ccc(OC)cc1)C(C#N)=C(N)O2 (stereo not drawn) | 8 | 27 | 2.0 | -1 | -1 | 0 | -5 | -1 | -4
CCOC(=O)C1CCN(C(=O)c2ccc(CNS(=O)(=O)c3ccc(C)cc3)cc2)CC1 | -2 | 1 | 1.0 | 1 | 12 | 0 | 2 | 7 | -4
O=C(NCc1cccnc1)c1cccc(Cl)c1 | -16 | -1 | -1.2 | 3 | -5 | 0 | -17 | 5 | 2
COc1cccc(C(=O)OCC(=O)NCC2CCCO2)c1 (stereo not drawn) | 13 | . | . | . | -3 | 1 | 9 | 11 | .
N#Cc1nc(-c2ccco2)oc1NCCc1ccccc1 | 19 | 0 | 2.1 | -1 | 21 | 1 | 9 | 12 | -3
COc1ccc(C(=O)CN2C(=O)NC3(CCc4ccccc43)C2=O)cc1 (stereo not drawn) | 12 | 5 | 0.0 | 4 | 3 | 5 | 6 | 1 | 1
CC1CN(CCCOc2ccccc2-c2ccccc2)CC(C)O1 (stereo not drawn) | 6 | 1 | -1.5 | 0 | -3 | 4 | 2 | 8 | -2
COc1ccc(Cl)cc1C(=O)n1cnc2ccccc21 | 6 | 4 | -1.0 | -5 | -25 | 0 | 3 | 11 | -3
COC(=O)CCCCCCCC(=O)Nc1nnc(C(F)(F)F)s1 | 1 | 2 | 6.2 | -1 | -3 | 0 | 4 | -3 | -3
CN(C)c1ccc(C(=S)NCc2ccco2)cc1 | -8 | 30 | 0.9 | 2 | -17 | 2 | -20 | -4 | 1
CCn1nc(C(=O)OCC(=O)N2c3ccccc3CC2C)c2ccccc2c1=O (stereo not drawn) | 0 | 15 | -0.2 | 0 | 7 | 3 | 1 | 4 | 0
